Compound activity: PubChem BioAssay, several laboratories
HUVEC inhibit = inhibitors of HUVEC proliferation, primary screen, cell-based, 384-well; hit rate 1.1% among 86,000; CellTiter-Glo luminescence, 72 h; active compounds read low; AID 648, 2007; viability, % at 10 µM (by protocol);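 active = viability at or below 30%; inactive = viability above 30%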;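 also: 100% = median luminescence of DMSO-only cell control wells on each plate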
S1P2 blocker = human S1P2 receptor antagonists, primary screen, cell-based | hit rate 0.21% among 97,000 | AID 736, 2007 | cell-based S1P2 antagonist assay, inhibition at 5 uM | inhibition, % at 5 µM; in the data active = inhibition above about 45%;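 also: CRE beta-lactamase reporter cells expressing human S1P2 stimulated with S1P; 0% = agonist at EC80 alone and 100% = agonist plus reference antagonist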
Target sequence (O95136 whole entry, looked up): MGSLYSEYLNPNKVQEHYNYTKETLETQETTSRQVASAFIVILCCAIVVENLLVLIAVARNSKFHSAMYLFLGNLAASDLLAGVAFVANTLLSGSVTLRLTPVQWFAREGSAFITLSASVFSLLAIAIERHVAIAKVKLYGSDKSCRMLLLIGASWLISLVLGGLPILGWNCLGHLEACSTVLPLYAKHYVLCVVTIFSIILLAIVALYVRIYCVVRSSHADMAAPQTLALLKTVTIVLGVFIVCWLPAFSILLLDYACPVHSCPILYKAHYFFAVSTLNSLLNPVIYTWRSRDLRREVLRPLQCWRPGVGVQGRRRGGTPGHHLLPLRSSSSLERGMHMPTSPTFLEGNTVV
PostGolgi ctrl = growth inhibition of yeast control strain, primary screen, counter-screen for post-Golgi transport modulator project; efflux-deficient yeast background strain, growth absorbance A615, 16 h; inhibition, % at 10 µM; hit rate 5% among 98,000; AID 738, 2007
H69AR inhibit = proliferation blockers of H69AR lung cancer cells, primary screen, cell-based, human, 86K library; hit rate 6% among 85,000; H69AR lung tumor viability, ATP luminescence, 72 h; active compounds read low; viability, % at 10 µM;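 active = viability at or below 40%; inactive = viability above 40%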;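 also: multidrug resistant small cell line overexpressing MRP-1 efflux transporter; 100% = mean luminescence of untreated control wells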
E coli WT exp = growth inhibitors of wild-type E. coli, primary screen, strain BW25113, expanded library, OD600 | OD600 absorbance | growth inhibition, % at 100 µM | hit rate 0.15% among 98,000 | AID 710, 2007;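 active = growth inhibition above about 50% at one test dose, limit read from the data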;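 also: growth measured after 20 h incubation at 37 °C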
hDAT+cocaine = changed hDAT dopamine uptake under cocaine IC80, either direction, primary screen, cocaine antagonist project, cell-based, LLC-PK1 hDAT, [14C]-dopamine uptake, MLSMR. Sodium-dependent dopamine transporter (Homo sapiens), Q01959. LLC-PK1 hDAT cells, [14C]-dopamine uptake with cocaine IC80; actives deviate in either direction. B-score at 10 µM. hit rate 1.3% among 110,000;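 active = Z score or B-score, a plate-position-corrected score, falls beyond the plate's 99.7% confidence bounds, in either direction; inactive = both scores lie inside the 99.7% bounds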;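 also: scored against the spread of the other compound wells on the same plate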
Target sequence (Q01959 whole entry, looked up): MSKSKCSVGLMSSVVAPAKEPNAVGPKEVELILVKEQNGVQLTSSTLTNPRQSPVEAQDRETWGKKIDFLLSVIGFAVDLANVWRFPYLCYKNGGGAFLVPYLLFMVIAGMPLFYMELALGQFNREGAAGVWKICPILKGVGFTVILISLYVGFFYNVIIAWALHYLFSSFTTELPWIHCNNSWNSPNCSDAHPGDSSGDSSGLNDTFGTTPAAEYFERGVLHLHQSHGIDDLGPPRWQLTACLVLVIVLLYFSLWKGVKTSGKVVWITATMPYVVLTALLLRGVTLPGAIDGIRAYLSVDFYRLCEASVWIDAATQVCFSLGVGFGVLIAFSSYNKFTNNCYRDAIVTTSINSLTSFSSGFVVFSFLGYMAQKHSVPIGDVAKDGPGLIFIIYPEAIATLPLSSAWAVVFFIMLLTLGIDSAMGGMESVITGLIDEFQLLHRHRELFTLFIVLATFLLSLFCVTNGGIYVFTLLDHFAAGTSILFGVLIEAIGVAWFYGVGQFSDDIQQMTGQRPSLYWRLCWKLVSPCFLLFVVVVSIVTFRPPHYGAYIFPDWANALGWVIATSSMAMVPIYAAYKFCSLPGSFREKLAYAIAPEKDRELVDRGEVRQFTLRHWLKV
PostGolgi yeast = phenotypic screen on post-Golgi transport, primary screen; post-Golgi transport phenotypic cell assay; AID 739, 2007; inhibition, % at 10 µM; hit rate 0.9% among 98,000;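 also: yeast cells grown in 1536-well plates; yeast grown about 18 h at 30C before absorbance read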
S1P2 agonist = S1P2 receptor agonists, primary screen, cell-based. Sphingosine 1-phosphate receptor 2 (Homo sapiens), O95136. S1P2-expressing cell line, agonist reporter read-out. activation, % at 4.5 µM. hit rate 0.46% among 97,000. AID 729, 2007; in the data active = activation above about 16%;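 also: 0% = vehicle low control and 100% = maximal reference agonist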
Fibroblast inh = antiproliferative effect on LL 47 fibroblasts – human, LL 47 cells, CellTiter-Glo luminescence, primary screen | LL 47 human lung fibroblast viability, ATP luminescence; active compounds read low | viability, % at 10 µM | hit rate 1.1% among 85,000;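 active = viability at or below 50% in the single dose screen; inactive = viability above 50%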;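 also: compound exposure lasted 72 h before the ATP readout; 100% = median luminescence of untreated cell-only wells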
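Test system: LL 47 human lung fibroblasts; Quantity: 1,150 cells/well; Buffer or medium: IMEM plus 15% FBS; Dosing: tenfold compound dosing solution, DMSO at 0.1%; Timing: overnight cell rest, 72 h compound treatment at 37 °C; Detection: ATP-based CellTiter-Glo luminescent readout; Read-out basis: viability percentage against median untreated-cell control; Controls: cell-only wells, no compound.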
Numbers without * were called inactive. Rule as the data show it, unless noted: active = inhibition above about 30%; inactive = the rest.

`Cc1ccc(C2C3=C(CC(C)(C)CC3=O)Nc3[nH]c(=S)[nH]c(=O)c32)cc1` (configuration not stated) gave HUVEC inhibit 100, PostGolgi ctrl 7, H69AR inhibit 103, E coli WT exp -1, hDAT+cocaine -0.24, PostGolgi yeast 24 and Fibroblast inh 107.
Screening CCOC(=O)CSc1nc(NCc2ccco2)c2ccccc2n1 returned HUVEC inhibit 90, S1P2 blocker 14, PostGolgi ctrl -2, H69AR inhibit 95, E coli WT exp 11, hDAT+cocaine 0.44, PostGolgi yeast -2, S1P2 agonist -7 and Fibroblast inh 88.
For O=[N+]([O-])c1cc(/C=N/N2CCN(C3c4ccccc4-c4ccccc43)CC2)ccc1Cl the results were S1P2 blocker 0, PostGolgi ctrl 7, E coli WT exp -19, hDAT+cocaine 0.59, PostGolgi yeast 1 and S1P2 agonist -3.
For Cc1ccc(-n2c(C)cc(C3N=C(N)Nc4nc5ccccc5n43)c2C)c(C)c1 (configuration not stated) the results were HUVEC inhibit 16*, S1P2 blocker 17, PostGolgi ctrl 46*, H69AR inhibit 33*, E coli WT exp -21, hDAT+cocaine 0.28, PostGolgi yeast 1, S1P2 agonist -1 and Fibroblast inh 72.
Oc1ccc2ccccc2c1/C=N/n1cnnc1 was read as HUVEC inhibit 75, PostGolgi ctrl 11, H69AR inhibit 80, E coli WT exp -6, hDAT+cocaine -0.087, PostGolgi yeast 0 and Fibroblast inh 93.
For COc1ccc(C2SCCN2S(=O)(=O)c2ccc(F)cc2)cc1OC (configuration not stated) the results were HUVEC inhibit 98, S1P2 blocker 10, PostGolgi ctrl 24, H69AR inhibit 87, E coli WT exp -5, hDAT+cocaine 0.4, PostGolgi yeast -6, S1P2 agonist -5 and Fibroblast inh 93.
For CCn1ncc(C2=NOC(C(=O)NCCc3ccccc3)C2)c1C (configuration not stated) the results were HUVEC inhibit 85, S1P2 blocker 11, PostGolgi ctrl 6, H69AR inhibit 93, E coli WT exp -4, hDAT+cocaine 0.53, PostGolgi yeast -2, S1P2 agonist -8 and Fibroblast inh 84.
`O=C(O)CCCNC1=NCCC1` gave HUVEC inhibit 99, PostGolgi ctrl 5, H69AR inhibit 84, E coli WT exp 1, hDAT+cocaine 0.16, PostGolgi yeast 2 and Fibroblast inh 102.
For O=C(Nc1ccccc1)OCc1cc(-c2ccc(Cl)cc2)on1 the results were S1P2 blocker 12, PostGolgi ctrl 10, E coli WT exp -15, PostGolgi yeast -6 and S1P2 agonist 0.
CC1CCCC(C)N1C(=O)CN1C(=O)C(C)(C)Oc2ccc(C(=O)NC3CCCC3)cc21 (configuration not stated) was read as HUVEC inhibit 88, S1P2 blocker -19, PostGolgi ctrl 3, H69AR inhibit 82, E coli WT exp 8, hDAT+cocaine 0.84, PostGolgi yeast -5, S1P2 agonist 2 and Fibroblast inh 97.

Ordered by molecular weight (ascending): three of the compounds above
For CCn1ncc(C2=NOC(C(=O)NCCc3ccccc3)C2)c1C (configuration not stated) the results were HUVEC inhibit 85, S1P2 blocker 11, PostGolgi ctrl 6, H69AR inhibit 93, E coli WT exp -4, hDAT+cocaine 0.53, PostGolgi yeast -2, S1P2 agonist -8 and Fibroblast inh 84.
For O=C(Nc1ccccc1)OCc1cc(-c2ccc(Cl)cc2)on1 the results were S1P2 blocker 12, PostGolgi ctrl 10, E coli WT exp -15, PostGolgi yeast -6 and S1P2 agonist 0.
For O=[N+]([O-])c1cc(/C=N/N2CCN(C3c4ccccc4-c4ccccc43)CC2)ccc1Cl the results were S1P2 blocker 0, PostGolgi ctrl 7, E coli WT exp -19, hDAT+cocaine 0.59, PostGolgi yeast 1 and S1P2 agonist -3.

(next part)
CN(CC(=O)NCc1ccc2c(c1)OCO2)S(=O)(=O)c1ccc(Br)s1 was read as HUVEC inhibit 98, S1P2 blocker 5, PostGolgi ctrl -4, H69AR inhibit 102, E coli WT exp 11, hDAT+cocaine 1, PostGolgi yeast 9, S1P2 agonist -5 and Fibroblast inh 97.
Screening O=C(c1ccc(N2CCOCC2)nc1)N1CCCCC1 returned HUVEC inhibit 91, S1P2 blocker 6, PostGolgi ctrl 18, H69AR inhibit 106, E coli WT exp 3, hDAT+cocaine 0.11, PostGolgi yeast 0, S1P2 agonist -2 and Fibroblast inh 102.
`N#CC1=C(N)Oc2n[nH]c(-c3ccccc3)c2C1c1ccncc1` (configuration not stated) gave HUVEC inhibit 114, S1P2 blocker -22, PostGolgi ctrl 1, H69AR inhibit 102, E coli WT exp 13, hDAT+cocaine -0.27, PostGolgi yeast 6, S1P2 agonist -4 and Fibroblast inh 95.
`O=C(CCc1ccccc1)Nc1c(F)cccc1F` gave HUVEC inhibit 99, S1P2 blocker -8, H69AR inhibit 87, hDAT+cocaine -1.1, S1P2 agonist -2 and Fibroblast inh 101.
Screening COC(=O)CNC(=O)CSc1nnc(-c2ccc(OC)cc2)n1CC(C)C returned HUVEC inhibit 99, S1P2 blocker -9, PostGolgi ctrl 1, H69AR inhibit 99, E coli WT exp -4, hDAT+cocaine -1.4, PostGolgi yeast -3, S1P2 agonist -5 and Fibroblast inh 101.
COc1cccc(Nc2nnc(SCC(=O)N(CC(C)C)CC(C)C)s2)c1 was read as HUVEC inhibit 87, S1P2 blocker 1, PostGolgi ctrl 16, H69AR inhibit 67, E coli WT exp -14, hDAT+cocaine 1.3, PostGolgi yeast -6, S1P2 agonist -7 and Fibroblast inh 90.
Screening CC(=O)N1CCN2C(=O)C1CCCC(=O)c1cc(C(C)C)ccc12 (configuration not stated) returned HUVEC inhibit 86, S1P2 blocker -3, H69AR inhibit 86, hDAT+cocaine -1.1, S1P2 agonist -2 and Fibroblast inh 99.
For CC1=CN2CC(O)CN=C2C=C1 (configuration not stated) the results were HUVEC inhibit 98, S1P2 blocker 7, PostGolgi ctrl 11, H69AR inhibit 98, E coli WT exp 2, hDAT+cocaine -0.56, PostGolgi yeast 2, S1P2 agonist 0 and Fibroblast inh 98.
`O=C(NCC1COc2ccccc2O1)c1ccco1` (configuration not stated) gave S1P2 blocker 11, PostGolgi ctrl -5, E coli WT exp -6, hDAT+cocaine 0.12, PostGolgi yeast -2 and S1P2 agonist -5.
Screening COc1ccc(C(=O)Nc2nc3nc(-c4ccccc4)cc(=O)n3[nH]2)cc1 returned S1P2 blocker -14, PostGolgi ctrl 5, E coli WT exp -15, hDAT+cocaine 0.14, PostGolgi yeast -2 and S1P2 agonist -1.
`CCOC(=O)Cn1nnnc1CN(Cc1ccccc1)Cc1cc2cc(CC)ccc2[nH]c1=O` gave HUVEC inhibit 85, PostGolgi ctrl 3, H69AR inhibit 66, E coli WT exp -13, hDAT+cocaine 0.7, PostGolgi yeast 2 and Fibroblast inh 108.
Screening CCc1nnc(NC(=O)CSc2nnc(-c3cccnc3)n2CC)s1 returned HUVEC inhibit 88, S1P2 blocker -2, PostGolgi ctrl 30, H69AR inhibit 97, E coli WT exp 3, hDAT+cocaine 0.38, PostGolgi yeast -6, S1P2 agonist -5 and Fibroblast inh 104.
COC(=O)c1ccccc1NC(=O)CNc1cc(Cl)ccc1N1CCOCC1 was read as HUVEC inhibit 87, S1P2 blocker 0, PostGolgi ctrl 35*, H69AR inhibit 76, E coli WT exp -2, hDAT+cocaine -0.65, PostGolgi yeast 6 and S1P2 agonist -4.
For CC(C)OCCCNC(=O)CNC(=O)c1cccs1 the results were HUVEC inhibit 93, S1P2 blocker 12, PostGolgi ctrl -2, H69AR inhibit 90, E coli WT exp -4, hDAT+cocaine -0.37, PostGolgi yeast -1, S1P2 agonist -5 and Fibroblast inh 97.
For O=S(=O)(Nc1nc2ccc(S(=O)(=O)N3CCCC3)cc2s1)c1ccc(F)cc1 the results were HUVEC inhibit 78, S1P2 blocker 3, PostGolgi ctrl 9, H69AR inhibit 78, E coli WT exp -11, hDAT+cocaine -2.1, PostGolgi yeast -8, S1P2 agonist -3 and Fibroblast inh 103.
CC(=O)SCCC(=O)Nc1ccccc1 was read as HUVEC inhibit 83, S1P2 blocker 11, PostGolgi ctrl 1, H69AR inhibit 108, E coli WT exp 7, hDAT+cocaine -1.2, PostGolgi yeast -8, S1P2 agonist -3 and Fibroblast inh 100.
`O=C(C1CCCN(S(=O)(=O)c2cccc3nonc23)C1)N1CCN(c2ccccc2)CC1` (configuration not stated) gave HUVEC inhibit 77, S1P2 blocker 11, PostGolgi ctrl 0, H69AR inhibit 85, E coli WT exp -11, hDAT+cocaine -0.17, PostGolgi yeast 6, S1P2 agonist -5 and Fibroblast inh 104.
For Oc1oc(-c2ccccc2)nc1C=NCc1ccncc1 the results were HUVEC inhibit 93, PostGolgi ctrl 3, H69AR inhibit 73, E coli WT exp 8, hDAT+cocaine 0.0042, PostGolgi yeast 2 and Fibroblast inh 96.
For Cc1noc(NS(=O)(=O)c2ccc(NC(=O)CCCOc3ccc(Cl)cc3Cl)cc2)c1C the results were HUVEC inhibit 88, S1P2 blocker 2, H69AR inhibit 101, hDAT+cocaine -0.63, S1P2 agonist -7 and Fibroblast inh 100.
For O=C(NCc1ccc(N2CCCC2=O)cc1)Nc1ccccc1 the results were HUVEC inhibit 89, S1P2 blocker -18, PostGolgi ctrl -6, H69AR inhibit 89, E coli WT exp 14, hDAT+cocaine -2, PostGolgi yeast 3, S1P2 agonist -2 and Fibroblast inh 95.
`Cc1noc(C)c1CN1C(=O)NC2(CCc3ccccc3C2)C1=O` (configuration not stated) gave HUVEC inhibit 105, S1P2 blocker 2, PostGolgi ctrl 0, H69AR inhibit 65, E coli WT exp -6, hDAT+cocaine -0.062, PostGolgi yeast 0, S1P2 agonist -4 and Fibroblast inh 99.
Screening C=CCn1cc(C(=O)OC)c(=O)c2cc(S(=O)(=O)N(CC)CC)ccc21 returned HUVEC inhibit 89, S1P2 blocker -11, PostGolgi ctrl 4, H69AR inhibit 91, E coli WT exp -3, hDAT+cocaine 0.089, PostGolgi yeast -9, S1P2 agonist -4 and Fibroblast inh 104.
CCOC(=O)C(=Cc1ccc(F)cc1)C(=O)OCC was read as S1P2 blocker 39, PostGolgi ctrl 9, E coli WT exp 4, hDAT+cocaine -0.8, PostGolgi yeast 4 and S1P2 agonist -5.
For Cc1ccc2[nH]c(=O)c(CN(Cc3ccccc3Cl)C(=O)N3CCOCC3)cc2c1 the results were HUVEC inhibit 93, S1P2 blocker -2, PostGolgi ctrl 7, H69AR inhibit 82, E coli WT exp 4, hDAT+cocaine 0.73, PostGolgi yeast -6, S1P2 agonist -5 and Fibroblast inh 102.
CCn1c(-c2ccccc2)ccc(C#N)c1=O was read as S1P2 blocker -12, PostGolgi ctrl 9, E coli WT exp 4, hDAT+cocaine 0.012, PostGolgi yeast -1 and S1P2 agonist 1.
`Cc1nc(-c2ccccn2)sc1C(=O)Nc1ccc(F)cc1F` gave S1P2 blocker -9, PostGolgi ctrl -2, E coli WT exp -4, hDAT+cocaine -0.099, PostGolgi yeast -7 and S1P2 agonist -9.
`CCCCCC(=O)Nc1ccc(N2CCN(C(=O)CCC)CC2)cc1` gave HUVEC inhibit 101, S1P2 blocker -2, PostGolgi ctrl 4, H69AR inhibit 75, E coli WT exp -7, hDAT+cocaine -0.49, PostGolgi yeast 7, S1P2 agonist -4 and Fibroblast inh 103.
